Compound activity deposited in PubChem by National Center for Advancing Translational Sciences (NCATS).
Coupling enz = inhibits coupling enzyme system, counter-screen for aldolase hits | coupling enzyme system counterscreen, AmpLite Red fluorescence | activity change, negative = inhibition, % at 58.2 µM, hits read low | 290,000 compounds, 0.67% hits | AID 2472; in the data active = activity change below about -30%; note: % is set by controls: 0 for no effect and ±100 for the full control effect
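Activity here indicates interference with the coupling reaction, not aldolase inhibition. Compounds at 57.5 uM final met coupling enzymes for 10 min at RT; substrate and AmpLite Red detection followed, with a 525/598 nm fluorescence read after 20 min.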
B2AR arrestin = agonists driving beta-arrestin recruitment to human beta2-adrenergic receptor; P07550; beta-arrestin recruitment to beta2AR, cell-based reporter; Potency, µM (doses to about 46.1 µM), inactives show top-dose activation, hits mostly activators; 330,000 compounds, 0.02% hits; AID 492947;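 note: potency is the fitted concentration of half-maximal effect; 0% = DMSO controls and full agonism = EC100 isoproterenol or metaproterenol; nearly all actives have a fitted effect of over 65% in size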
Menin MLL FP TR = inhibitors of human menin-MLL interaction, mutant MLL peptide | 270,000 compounds, 0.23% hits | Potency, µM (doses to about 61.6 µM), for inactives: at the highest dose FP activity change, negative = inhibition, usual class: inhibitors | O00255 | Menin + Texas Red MLL mutant peptide, fluorescence polarization; active = well fitted inhibition curve with a large enough effect in the polarisation, with a control signal flat, not every such curve was filed as active; inconclusive = small, poorly fitted or top-dose-only effect, or effect the other way, or a change in a side signal; inactive = no such curve, though single readings can be large or run the other way; the % refers to the polarisation; note: potency is the fitted concentration of half-maximal effect; % of control where 0% means no effect; many of its hits are not listed in these tables
PKM2 act = increases activity of human pyruvate kinase M2; 260,000 compounds, 0.34% hits; AID 1631; purified PKM2, Kinase-Glo ATP luminescence, activation; response scale: 0% is enzyme alone, no compound; Potency, µM (titrated, usually from 57.5 µM), inactives show top-dose activation, most hits filed as activators; note: potency is the fitted concentration of half-maximal effect; % is set by controls: 0 for no effect and ±100 for the full control effect; nearly all actives have a fitted effect of over 55% in size
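Kinase-Glo luminescence reports ATP generated from ADP (0.1 mM) and PEP (0.5 mM) by purified hPK-M2 after 1 h at room temperature, pH 7.2 imidazole buffer; intermediate enzyme activity allows detecting inhibitors and activators.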
KCNH2 WT inh = inhibitors of human wildtype KCNH2 potassium channel; 340,000 compounds, 0.37% hits; U2OS, BacMam KCNH2, thallium flux FluxOr; stronger effect = lower value; activity change, % at 1.84 µM; AID 720551; Q12809;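 active = maximum activity change below -70%; inconclusive = maximum activity change between -70% and -50%; inactive = maximum activity change above -50%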; note: % is set by controls: 0 for no effect and ±100 for the full control effect
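U2OS cells were transduced with wild-type KCNH2 virus (2.03 x 10^8 / mL) for 4 h at room temperature, then cultured overnight at 37 C. Thallium flux was read with FluxOr dye. Rate constants were normalized to DMSO controls.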
TRPV1 ag = human TRPV1 agonism; activation, % at 8.33 µM; 320,000 compounds, 0.19% hits; Q8NER1; TRPV1-expressing cells, Fluo-8 calcium influx, agonist mode; in the data active = activation above about 80%; inconclusive = between about 30% and that limit; note: 0% is about no effect
Target sequence (Q8NER1 whole entry, looked up): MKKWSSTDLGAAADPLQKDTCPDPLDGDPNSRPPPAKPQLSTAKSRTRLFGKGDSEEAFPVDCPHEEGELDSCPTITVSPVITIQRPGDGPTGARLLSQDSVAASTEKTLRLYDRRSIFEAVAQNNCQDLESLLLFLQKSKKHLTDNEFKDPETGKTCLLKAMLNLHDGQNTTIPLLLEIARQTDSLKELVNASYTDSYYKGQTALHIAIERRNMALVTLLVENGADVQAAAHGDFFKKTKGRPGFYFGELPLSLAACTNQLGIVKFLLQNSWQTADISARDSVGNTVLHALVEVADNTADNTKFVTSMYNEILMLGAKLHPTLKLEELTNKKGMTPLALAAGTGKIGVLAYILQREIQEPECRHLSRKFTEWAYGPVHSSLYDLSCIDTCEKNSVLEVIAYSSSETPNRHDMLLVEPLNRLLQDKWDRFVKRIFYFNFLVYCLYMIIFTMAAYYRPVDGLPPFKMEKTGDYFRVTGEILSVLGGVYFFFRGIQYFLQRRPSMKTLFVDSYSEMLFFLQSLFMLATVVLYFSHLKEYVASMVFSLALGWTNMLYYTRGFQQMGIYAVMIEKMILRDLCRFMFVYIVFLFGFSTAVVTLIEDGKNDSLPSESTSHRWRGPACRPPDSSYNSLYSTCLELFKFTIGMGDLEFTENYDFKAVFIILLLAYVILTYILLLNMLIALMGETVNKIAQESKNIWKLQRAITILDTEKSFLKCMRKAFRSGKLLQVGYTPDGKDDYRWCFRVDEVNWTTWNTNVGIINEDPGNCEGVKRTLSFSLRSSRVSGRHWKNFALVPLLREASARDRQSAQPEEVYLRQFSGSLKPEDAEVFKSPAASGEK
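TRPV1-expressing cells were cultured overnight at 35.5C and loaded with Fluo-8 calcium dye for 40 to 90 min at room temperature. After a 10 s baseline, compound was added and calcium influx was read kinetically for 3 min (ex 480/em 520 nm).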
Giardia killer = Giardia lamblia killing; 340,000 compounds, 0.15% hits; Giardia lamblia trophozoite viability; AID 540267; activity change, % at 7.66 µM, hits read low; in the data active = activity change below about -80%; inconclusive = between about -30% and that limit;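 note: parasites exposed to compound for two days anaerobically before the ATP read; % is set by controls: 0 for no effect and ±100 for the full control effect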
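Luminescent ATP signal served as the viability read-out, measured 15-30 min after adding ATP detection reagent to trophozoites that had been incubated with compounds for 48 hrs at 37 deg C anaerobically at 100 cells/well.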
CXXC DNA block = inhibitors of human MLL CXXC domain-DNA interaction. Potency, µM (doses to about 115 µM), for inactives: at the highest dose activity change, negative = inhibition, hits mostly inhibitors. AID 2662. 290,000 compounds, 0.037% hits. MLL-CXXC / FITC-HOXA9 DNA fluorescence polarization; active = well fitted inhibition curve with a large enough effect in the polarisation, with a control signal flat, not every such curve was filed as active; inconclusive = small, poorly fitted or top-dose-only effect, or effect the other way, or a change in a side signal; inactive = no such curve, though single readings can be large or run the other way; the % refers to the polarisation; note: potency is the fitted concentration of half-maximal effect
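Fluorescence polarization: 7 uM MLL-CXXC (stock) preincubated 5 min with compounds, then 50 nM fluorescein-HOX-A9 DNA (stock) added; 30 min ambient. Buffer 50 mM Tris-HCl pH 7.5, 50 mM NaCl, 1 mM DTT, 0.05% BSA.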
GALK inh = galactokinase (human) inhibition. P51570. Purified GALK, Kinase-Glo residual ATP luminescence. Potency, µM (series often up to 57.5 µM), for the others: at the highest dose activity change, negative = inhibition, most hits filed as inhibitors. 270,000 compounds, 0.007% hits; note: potency is the fitted concentration of half-maximal effect; % is set by controls: 0 for no effect and ±100 for the full control effect
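Luminescence from leftover ATP (Ultra-Glo luciferase/luciferin) served as read-out after a 1 h room-temperature reaction of 5 nM GALK with 35 uM ATP and 100 uM galactose.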
USP2a block = inhibitors of human ubiquitin-specific protease USP2a; USP2 core, Ub-CHOP2 coupled fluorogenic reporter, 485/531; Potency, µM (titrated, usually from 38.3 µM), for inactives: at the top dose activity change, negative = inhibition, hits mostly inhibitors; 330,000 compounds, 0.01% hits; AID 463254;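 note: potency is the fitted concentration of half-maximal effect; plate controls were DMSO wells for no effect and full inhibition by NEM control for full effect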
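Deubiquitinase activity read as fluorescence (485/531 nm) after Ub-CHOP2 cleavage activates the enterokinase reporter on its substrate; USP2 core 10nM, Ub-CHOP2 and substrate 25nM each, 30min compound preincubation then 60min RT; data normalized to NEM, curves fitted.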
KCNH2 3.1 block = blocks the human KCNH2 3.1 channel isoform; 340,000 compounds, 0.95% hits; AID 720553; activity change, % (tested at about 1.8 µM); U2OS KCNH2 3.1, thallium flux FluxOr; stronger effect = lower value;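 active = maximum activity change below -70%; inconclusive = maximum activity change from -70% to -50%; inactive = maximum activity change above -50%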;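 note: thallium influx rate constant from kinetic fluorescence after stimulation buffer; % is set by controls: 0 for no effect and ±100 for the full control effect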
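Measured as rate of thallium-driven FluxOr signal in transduced U2OS cells carrying the 3.1 channel, read kinetically for 2 min upon stimulation; values are rate constants scaled to DMSO control wells.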
An asterisk follows results filed as active; ? = inconclusive; / = not tested or not shown. Unless noted, calls come from the whole dose curve; as a rule, active = well fitted curve in the direction sought with a large enough effect; inconclusive = small, poorly fitted or top-dose-only effect, or another doubt; inactive = no such curve, though single readings can be large; an effect the other way counts as inactive or inconclusive.

SMILES	Coupling enz	B2AR arrestin	Menin MLL FP TR	PKM2 act	KCNH2 WT inh	TRPV1 ag	Giardia killer	CXXC DNA block	GALK inh	USP2a block	KCNH2 3.1 block
Cc1ccc(S(=O)(=O)N2CCOCC2)cc1C(=O)OCC(=O)NC1CCS(=O)(=O)C1 (stereo not given)	1	-1.0%	-5%	-3%	5	3	-1	2%	0%	1%	-27
N#CC(C(=O)c1ccco1)c1ccccn1 (stereo not given)	3	0.2%	-1%	2%	0	1	8	7%	1%	0%	5
C=CCOc1ccccc1CN1CCC(Oc2cc(C(=O)NC3CC3)ccc2OC)CC1	/	0.3%	/	/	-99*	-1	7	-8%	-9%	0%	-77*
CCCCCCOC(=O)C[N+](C)(C)CCOC1CC2CCC1(C)C2(C)C (stereo not given)	0	-0.4%	16µM*	10%	-9	1	22	3%	1%	-10%	-19
COC(=O)/C(=C/Nc1ccccc1)[N+](=O)[O-]	-1	0.0%	0%	1%	-16	2	-11	10%	-4%	1%	-1
O=S(=O)(Nc1ccc(S(=O)(=O)Nc2nccs2)cc1)c1ccc(Br)cc1	/	0.0%	/	18%	-4	-1	-14	14%	-2%	0%	6
Cc1ccc(C)c(NC(=O)CN(C)C(C)C(=O)N2CC(C)CC(C)C2)c1 (stereo not given)	/	-0.3%	/	/	-8	1	-2	/	/	2%	3
CCOc1ccc(NC(=O)CN(C)C(=O)c2cc(-c3ccc(OC)cc3)nc3ccccc23)cc1OCC	/	0.0%	/	/	5	0	11	/	/	3%	-8
C#CCOCCOCCOCCNc1nc(N2CCN(C(=O)[C@H](CCCN=C(N)N)n3cc(C(N)[C@@H](C)CC)nn3)CC2)nc(N2CCN(C(=O)[C@H](CCCCN)n3cc([C@@H](N)[C@H](C)CC)nn3)CC2)n1 (stereo not given in full)	/	0.0%	/	/	-10	/	-7	/	/	1%	2
CCCNC(=O)Cn1cnc2sc(C(=O)NCCN(CC)CC)c(C)c2c1=O	-1	1.0%	/	4%	0	/	-7	-6%	0%	2%	-18
O=[N+]([O-])c1cc(S(=O)(=O)N2CCCC2)ccc1NCCc1ccccc1	-5	-0.4%	11%	3.2µM*	28	7	2	1%	-3%	2%	2
CCc1ccc(OC(=O)/C=C/c2ccco2)cc1	-1	-0.2%	-12%	0%	5	10	-26	2%	3%	2%	3
CCOC(=O)c1cc(-c2cc3ccccc3o2)nc2c1c(=O)[nH]c(=O)n2CCOC	1	-0.8%	5%	-6%	4	-1	4	4%	5%	0%	1
O=C(O)C1CCCCC1C(=O)Nc1ccc(Cl)cc1Cl (stereo not given)	0	0.2%	-5%	2%	-7	5	-2	4%	-3%	0%	3
Nc1c(Cl)cc(Cl)cc1C(=O)OCC(=O)N1CCCC1	0	0.1%	-4%	9%	-2	13	16	9%	3%	-1%	-7
O=C(COC(=O)c1ccncc1)Nc1ccc2c(c1)OCO2	/	-0.4%	/	/	1	/	-1	/	/	3%	-2
CN1CCOc2ccc(S(=O)(=O)NCCc3ccc(Cl)cc3)cc21	-1	-0.1%	22%	/	4	2	-8	2%	1%	-1%	-10
CCCCn1c(N)c(N(CC(C)C)C(=O)C2CC(=O)N(c3ccc(C)cc3)C2)c(=O)[nH]c1=O (stereo not given)	/	-1.5%	/	/	-4	1	3	/	/	0%	-1
CC(Sc1nnc(Cc2cccs2)n1C1CC1)C(=O)NC1CCS(=O)(=O)C1 (stereo not given)	/	0.2%	/	/	4	-1	-8	/	/	2%	-4
CCOC(=O)NC1(NCc2ccccc2)Oc2ccccc2O1	-10	-0.2%	8%	15%	-12	4	11	-5%	-3%	-2%	1

Three compounds from above, ordered by the value under TRPV1 ag, high to low.
smiles	TRPV1 ag
Cc1ccc(S(=O)(=O)N2CCOCC2)cc1C(=O)OCC(=O)NC1CCS(=O)(=O)C1 (stereo not given)	3
Cc1ccc(C)c(NC(=O)CN(C)C(C)C(=O)N2CC(C)CC(C)C2)c1 (stereo not given)	1
CCOC(=O)c1cc(-c2cc3ccccc3o2)nc2c1c(=O)[nH]c(=O)n2CCOC	-1

New compounds follow:
SMILES	Coupling enz	B2AR arrestin	Menin MLL FP TR	PKM2 act	KCNH2 WT inh	TRPV1 ag	Giardia killer	CXXC DNA block	GALK inh	USP2a block	KCNH2 3.1 block
COc1ccc(N(CC(=O)N/N=C/c2ccccc2F)S(=O)(=O)c2ccccc2)cc1	0	-0.7%	3%	/	-18	-5	9	3%	4%	-3%	0
COC(=O)c1ccc(S(N)(=O)=O)o1	-5	-0.1%	-2%	9%	-2	0	-8	-6%	1%	3%	0
CCN(CC)S(=O)(=O)c1ccc(N2CCCCC2)c(NC(=O)C2=COCCO2)c1	/	-0.3%	/	/	-3	?	-8	/	/	5%	-10
Cn1nc(CC(=O)Nc2cccnc2N2CCOCC2)c2ccccc2c1=O	0	4.4%	2%	0%	/	-3	/	4%	0%	2%	/
COc1ccc(CC(=O)Nc2ccccc2C(=O)N2CCCC2)cc1	3	-0.6%	10%	0%	-8	-2	-14	-4%	-3%	2%	-3
N#Cc1ccccc1OCC(=O)N1CCN(C(=O)c2ccco2)CC1	5	-0.9%	7%	4%	9	-2	-22	3%	5%	2%	-15
Cc1nc2ccccc2n1C1CCN(C(=O)Nc2ccccc2)CC1	0	-0.2%	5%	2%	0	5	5	-2%	6%	2%	5
COc1cccc(OC)c1OC(=O)/C=C/c1ccc(C)o1	0	-1.0%	1%	1%	0	5	5	-4%	15%	0%	20
NC(=O)C1CCN(c2nnnn2-c2ccccc2)CC1	1	-0.1%	5%	1%	-7	-3	20	14%	1%	-1%	-3
CCOC(=O)CC1COCCN1Cc1cn(C)nc1-c1ccccc1F (stereo not given)	4	-0.2%	12%	-3%	13	2	-27	6%	-2%	6%	8
O=c1[nH]c2ccccc2[n+]([O-])c1-c1ccccc1	1	0.2%	9%	-10%	0	-2	-3	14%	8%	-1%	6
COC(=O)/C(=C\C(=O)c1ccccc1)Nc1ccc(OC)cc1	-1	-0.4%	/	-4%	-5	/	-11	-4%	4%	1%	-2
COc1cc(C(=O)NCCOC(=O)c2cccc(N(C)C)c2)cc(OC)c1OC	3	-0.4%	21%	/	-11	-4	-12	11%	-1%	-3%	-78*
COc1ncnc2sc3c(c12)CCCC3	1	-0.4%	-1%	-3%	0	-1	3	2%	2%	1%	4
CCCCn1c(-c2csc(C(C)C)c2)n[nH]c1=S	2	-0.3%	-10%	-3%	1	10	?	0%	2%	-1%	-5
NC(=O)c1ccccc1OCC(=O)NS(=O)(=O)c1ccc(Cl)cc1	15	-0.2%	5%	-5%	-15	-1	-1	-2%	0%	3%	2
Nc1nc(-c2cc(Cl)cc(Cl)c2OC(F)F)cs1	-8	-0.4%	8%	-2%	11	-4	2	-4%	1%	3%	-6
COc1cc2c(cc1OC)CN(C(=O)NS(=O)(=O)c1ccc(C)cc1)CC2	-13	-1.5%	-26%	3%	7	-4	-5	7%	0%	1%	10
CC(=O)Nc1ccc(CN2CCN(Cc3ccc(F)c(F)c3)C(CCO)C2)cc1 (stereo not given)	2	-0.2%	3%	-5%	10	-1	-1	1%	0%	-1%	2
Cc1cnccc1CN(C)Cc1cn(C)nc1-c1cccc(Cl)c1	3	0.3%	-1%	-2%	5	7	0	-1%	0%	7%	-14
CC(C)CNC(=O)CCc1c[nH]c2ccccc12	-5	-1.0%	11%	-3%	-13	-4	9	-5%	2%	0%	-6
O=C(O)CSc1nnc2n(-c3ccccc3)c(=O)c3ccccc3n12	7	-1.6%	-21%	-3%	7	-2	-4	-5%	13%	1%	-2

An excerpt from above in order of SMILES length, lowest first:
SMILES	Coupling enz	B2AR arrestin	Menin MLL FP TR	PKM2 act	KCNH2 WT inh	TRPV1 ag	Giardia killer	CXXC DNA block	GALK inh	USP2a block	KCNH2 3.1 block
N#CC(C(=O)c1ccco1)c1ccccn1 (stereo not given)	3	0.2%	-1%	2%	0	1	8	7%	1%	0%	5
Nc1nc(-c2cc(Cl)cc(Cl)c2OC(F)F)cs1	-8	-0.4%	8%	-2%	11	-4	2	-4%	1%	3%	-6
CCOc1ccc(NC(=O)CN(C)C(=O)c2cc(-c3ccc(OC)cc3)nc3ccccc23)cc1OCC	/	0.0%	/	/	5	0	11	/	/	3%	-8

Some of the compounds tested; the hit share may differ from the screen's.
